Bioassay records (PubChem)
SUMO HTRF inh: inhibitors of in vitro SUMOylation cascade, primary screen, biochemical, HTRF, uHTS; 0.36% of 290,000 active; SUMO-conjugating enzyme UBC9 (Homo sapiens), P63279; HTRF SUMOylation assay, SAE1/SAE2 + UBC9; AID 2006, 2009; inhibition, % at 35 µM; in the data active = inhibition above about 50%, passing the limit was not always enough; also: strong numbers were not always called active
Target sequence (P63279 whole entry, looked up): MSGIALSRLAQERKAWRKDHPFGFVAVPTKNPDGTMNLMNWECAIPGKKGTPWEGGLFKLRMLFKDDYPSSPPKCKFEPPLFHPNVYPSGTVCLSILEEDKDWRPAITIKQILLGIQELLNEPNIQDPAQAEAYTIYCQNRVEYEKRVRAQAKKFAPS
NALP1 yeast inh: NALP1 inflammasome inhibitors in reconstituted yeast, colorimetric, S. cerevisiae, triplicate retest; S. cerevisiae NALP1/ASC/caspase-1 growth, X-gal OD620, 72 h; inhibition, % at 10 µM; 0.61% of 280,000 active; AID 2071, 2009; in the data active = inhibition mostly above about 24%, no sharp cut-off; inactive = mostly below about 32%; also: some compounds called inactive have numbers as strong as hits
DNA FID counter: compounds displacing fluorescent DNA intercalator, primary screen, artefact control for HCV NS3 helicase inhibitor project, biochemical, FID fluorescence; 0.17% of 290,000 active; DNA fluorescent intercalator displacement; inhibition, % at 7.9 µM; in the data active = inhibition above about 37%;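 also: 0% = vehicle and 100% = reference compound; higher means more ethidium bromide displaced from hairpin DNA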
NS3 helicase inh: inhibitors of HCV NS3 helicase, primary screen, biochemical, Cy5 molecular beacon fluorescence; Hepatitis C virus NS3 helicase; NS3 helicase DNA unwinding; inhibition, % at 10.9 µM; 0.56% of 290,000 active; AID 1800, 2009;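 active = inhibition above the mean of all tested compounds plus 3 SD, set per campaign, cut at about 35% in these data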;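 also: 0% = DMSO wells and 100% = thioflavine S control wells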
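System: HCV NS3 helicase fragment; control set: DMSO and thioflavine S; technique: Cy5 fluorescence at 0 and 60 min, beacon hairpin quenching; reagent: beacon DNA duplex substrate plus ATP; replicates: singlicate; schedule: 1 h reaction at 25 °C, ATP-initiated; medium: MOPS buffer pH 6.5 with MgCl2, DTT, Tween20, BSA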
MEKK2mut PB1 HTS: MEK5 binding signal on mutant MEKK2 PB1, primary screen, biochemical, multiplex bead flow cytometry, Alexa488-MEK5 | Alexa488-MEK5 binding to MEKK2 mutant | percent response, % at 10 µM | 0.35% of 290,000 active; in the data active = percent response above about 24%, passing the limit was not always enough; also: inactives centre near 1; some results filed as inactive read as strong as hits
MEKK2 WT-MEK5: modulators of MEK5 binding to wildtype MEKK2, primary screen, biochemical, multiplex bead flow cytometry, Alexa488-MEK5; 1.1% of 290,000 active; Alexa488-MEK5 binding to MEKK2 WT; actives lie on both sides; binding response (% of control), % at 10 µM; in the data active = binding response below about 67% or above about 130%
PfM18AAP inh: PfM18AAP inhibitors, malaria aminopeptidase, primary screen, biochemical, QFRET, recombinant enzyme | inhibition, % at 7.35 µM | AID 1822, 2009 | M18 aspartyl aminopeptidase (Plasmodium falciparum 3D7) | 1.2% of 290,000 active | H-Glu-NHMec fluorogenic cleavage;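 active = inhibition above the campaign mean inhibition over all tested compounds plus 3 SD, cut at about 28% in these data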;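 also: 0% = plate median of test compound wells and 100% = 2 mM ZnCl2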
IMP-1 inhibitor: IMP-1 metallo-beta-lactamase inhibitors, primary screen, biochemical, epi-absorbance readout, Pseudomonas aeruginosa enzyme | purified IMP-1, nitrocefin hydrolysis, epi-absorbance fluorescence | inhibition, % at 5.6 µM | metallo-beta-lactamase IMP-1 (Pseudomonas aeruginosa) | 0.45% of 290,000 active;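 active = inhibition above the mean plus 3 SD of all compounds in the same screening run, cut at about 4.5% in these data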;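 also: 0% = IMP-1 with DMSO and 100% = DMSO wells lacking enzyme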
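System: purified IMP-1 / Input: IMP-1 dispensed at 0.2 nM / Medium: 50 mM HEPES pH 7.1, 50 µM ZnSO4, 0.05% Brij 35 / Timing: 15 min enzyme–compound preincubation, then 25 min nitrocefin reaction, 25 °C / Technique: plate fluorescence quenching by hydrolysis product, ex 480/em 530 nm / Repeats: singlicate testing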
VIM-2 inh: VIM-2 metallo-beta-lactamase inhibitors, primary screen, biochemical, epi-absorbance readout, Pseudomonas aeruginosa enzyme | purified VIM-2, nitrocefin hydrolysis, epi-absorbance fluorescence | inhibition, % at 5.6 µM | 0.89% of 290,000 active | AID 1527, 2009;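 active = inhibition above the mean of all tested compounds plus 3 SD, cutoff set per screening run, cut at about 7.5% in these data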;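 also: red hydrolysis product quenches plate fluorescence so inhibitors raise well fluorescence; 0% = enzyme with DMSO and 100% = DMSO without enzyme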
An asterisk follows results filed as active; . = no result given; [ ] = another dose, or the depositor's remark.

compound	SUMO HTRF inh	NALP1 yeast inh	DNA FID counter	NS3 helicase inh	MEKK2mut PB1 HTS	MEKK2 WT-MEK5	PfM18AAP inh	IMP-1 inhibitor	VIM-2 inh
C=CCNc1oc(Cc2cccc3ccccc23)nc1C#N	20	15	-18	-5	10	103	10	-3.7	-2.5
CCOc1ccc(C(=O)Nc2ccc(NC(=O)c3cccs3)cc2)cc1[N+](=O)[O-]	-11	29	6	6	5	108	5	-3.5	-0.4
CC(C)c1c(C(=O)N/N=C/c2ccsc2)nnn1-c1nonc1N	3	6	-17	-1	3	108	-7	0.7	-2.8
CC(C)C(C(=O)O)N1C(=O)/C(=C/C=C/c2ccco2)SC1=S (stereo not drawn)	76*	0	-9	44*	-3	97	16	5.8*	-0.6
OC(COc1ccc2ccccc2c1Br)Cn1ccnc1 (stereo not drawn)	27	-9	1	-40	21	119	4	-4.5	-2.9
Cn1c(S(=O)(=O)Cc2ccc(Cl)cc2)nc2ccccc21	16	4	-18	3	0	100	5	-1.1	-2.1
CNC1=C([N+](=O)[O-])CC([N+](=O)[O-])=C(N2CCNCC2)N1C	-2	1	12	-2	-1	107	-3	-3.2	-3.7
Fc1cccc(/C=C2\CCCC3=C2NC(=S)NC3c2cccc(F)c2)c1 (stereo not drawn)	5	9	-11	-2	-6	89	18	-1.6	-3.3
CC(C)(C)n1cnc2cc(NC(=O)c3ccccc3)ccc21	12	15	-10	2	5	107	-3	-2.2	-1.2
CN(C)S(=O)(=O)c1cccc(NC(=S)N/N=C/C(c2ccccc2)c2ccccc2)c1	-6	4	-1	3	-2	102	32*	-5.7	21*
Cc1cccc(NC(=S)NNC(=O)c2cccc([N+](=O)[O-])c2)c1	-43	-33	-5	-3	-2	97	5	-2.4	-0.9
Cc1cc2cc(CNC(=O)c3ccc(Br)o3)ccc2[nH]1	2	-54	.	.	1	53*[inhibitor]	.	.	.
CN(C)C(=O)Nc1ccc(F)cc1F	4	19	-1	2	2	97	0	-3.0	-3.5
CC(=O)Nc1ccc2c(c1)nc(CN1CCCC1)n2C	-11	22	-7	-9	6	108	-6	-3.3	-1.4
Nc1nc(SCC(=O)c2ccc(Br)s2)n[nH]1	5	-4	-1	12	-1	99	15	-2.5	-5.8
CC(C)SCc1nc2ccccc2[nH]1	3	33	-2	2	.	.	-1	-2.1	-4.0
COc1ccc2[nH]c(=O)c(CN(Cc3cccnc3)C(=O)Nc3ccccc3)cc2c1	12	-4	-24	-3	3	96	-11	-2.9	1.0
CSc1cccc(NC(=O)CSc2ccc(C)cc2)c1	11	0	-2	-7	3	108	-3	-0.4	0.5
COc1ccc(C(CC(=O)O)NS(=O)(=O)c2ccc3c(c2)NC(=O)CO3)cc1 (stereo not drawn)	4	0	-2	7	-2	101	-2	-2.5	-2.9
COc1ccc(N2CCN(c3nc4ccc(C)cn4c(=O)c3C=O)CC2)cc1	9	-1	-6	-3	-2	100	-6	-2.7	-2.1
CCOC(=O)C1(CCc2ccccc2)CCN(C(=O)C2CCCO2)CC1 (stereo not drawn)	4	-4	-26	11	-3	95	-11	-0.3	0.8
Cc1cc(C)n2c(SCc3ccc(Cl)cc3Cl)nnc2n1	-9	-4	-13	-6	16	100	-1	-0.7	0.0
CCOc1ccc(NC2=C(Cl)C(=O)N(Cc3ccccc3)C2=O)cc1	22	20	-2	-15	2	100	3	-2.0	-0.1
Cn1c(=O)n(C)c2cc(S(=O)(=O)Nc3cc(Cl)ccc3O)ccc21	22	-4	-10	-1	-2	91	1	-3.5	-4.7
CCOC(=O)c1c(C)[nH]c(C(=O)CN2CCN(CC)CC2)c1C	18	.	3	4	-1	100	-3	0.8	2.3
O=Cc1coc2ccc3ccccc3c2c1=O	29	23	21	34	11	108	-1	36*	2.7
O=C(Cn1cnc2ccccc2c1=O)N1CCN(Cc2ccc3c(c2)OCO3)CC1	8	-4	-8	0	.	.	-4	-3.8	-0.4
Cc1cccc(C)c1Nc1nnc(SC/C(O)=C(\C#N)c2nc3ccccc3[nH]2)s1	-4	9	-24	13	-2	94	3	-0.8	-4.3
Cc1cccc(OCC(=O)Nc2ccc3c(c2)nc(CCN2CCC(C)CC2)n3C)c1	15	15	25	-16	18	121	-8	-1.8	-1.3
COc1ccc(-n2cccc2C=O)cc1OC	20	-2	3	2	-1	95	-7	-1.9	-4.5

Additional structures.
compound	SUMO HTRF inh	NALP1 yeast inh	DNA FID counter	NS3 helicase inh	MEKK2mut PB1 HTS	MEKK2 WT-MEK5	PfM18AAP inh	IMP-1 inhibitor	VIM-2 inh
Nc1nc(-c2cccnc2)nn1C(=O)c1ccco1	4	-1	-3	0	.	.	-4	-3.0	-2.9
COC(=O)c1ccc(N2C(=O)CC(N3CCN(C(=O)c4ccco4)CC3)C2=O)cc1 (stereo not drawn)	-4	3	-2	0	-2	99	-1	-0.2	-0.3
CN(C)Cc1cc(O)c(CN(C)C)cc1O	-5	11	2	13	0	99	28	-1.4	-1.3
COc1ccc(C(=O)Nn2c(SCC(=O)NC3CCCCC3)nc3ccccc3c2=O)cc1	11	-1	-3	2	-1	94	3	-4.1	-0.4
O=C(CN(C(=O)CCC(=O)Nc1nccs1)c1ccccc1F)NCc1ccc(F)cc1	16	-6	-39	-17	10	109	3	-2.4	-4.5
N#Cc1c2ccc(OCC(N)=O)cc2n2ccccc12	62*	11	1	0	2	102	-3	-2.0	2.1
Cn1ccc(-c2cc(C(=O)O)c3ccccc3n2)n1	3	7	4	3	-7	95	-2	-0.6	0.1
Cc1cc2nnc(SC3CCOC3=O)n2c2ccccc12 (stereo not drawn)	7	-16	-3	9	4	94	8	-3.3	0.3
Cc1ccc(C)c(OCC(=O)Nc2ccncc2)c1	21	29	-6	4	5	103	-8	-3.1	0.0
NC(=O)C1CCN(C(=O)CC2C(=O)NCCN2Cc2cccc(Oc3ccccc3)c2)CC1 (stereo not drawn)	2	8	-20	-14	4	114	11	-0.5	-0.2
COc1ccccc1N1CCN(C(=O)CCNS(=O)(=O)c2cc(Br)cnc2N)CC1	0	9	-45	-2	6	105	3	-2.1	-1.9
CC1CCC(CN2CCN=C2Nc2ccccc2)CC1 (stereo not drawn)	4	4	-2	-8	3	108	-1	-2.2	-2.5
Cc1cc(N2CCC(C)CC2)c(F)cc1[N+](=O)[O-]	-8	40	-1	7	3	107	1	-2.8	-0.3
COC(=O)c1ccc2nc(NC(=O)CSCC(=O)OCC(=O)c3ccccc3)sc2c1	-3	15	-4	2	0	94	-7	-1.3	-0.8
CN1C(=O)C(=O)/C(=C(/O)c2ccccc2)C1c1ccc([N+](=O)[O-])cc1 (stereo not drawn)	-6	16	-4	-3	0	99	17	-2.0	0.7
Cc1ccc(C(=O)NC2(C(F)(F)F)NC(=O)N(c3ccc(Cl)cc3)C2=O)cc1 (stereo not drawn)	-18	35	-4	1	-2	94	1	-1.6	-2.8
Cc1ccc(-n2c([S-])c(C(=O)NC(C)c3ccccc3)[n+]3ccccc23)cc1 (stereo not drawn)	11	2	-10	2	0	110	-7	-1.2	-1.9
CCCCn1c(N(CCOC(C)=O)C(C)=O)nc2ccccc21	.	.	-20	20	-2	106	3	-3.5	-3.1
COC(c1ccccc1)c1c(-c2ccccc2)nn(C)c1Cl (stereo not drawn)	-1	27	-12	-2	1	104	-4	0.8	-1.1
CC(C)(C)c1csc(NC(=O)C2COc3ccccc3O2)n1 (stereo not drawn)	-6	10	-20	-9	1	106	-1	0.0	-1.8
CCS(=O)(=O)n1nc(-c2ccc(Cl)cc2)nc1SCc1ccccc1	-20	2	0	-13	10	109	-12	-2.6	-2.5
CCCOc1ccc(Cc2nn3c(=O)/c(=C/c4ccco4)sc3nc2=O)cc1	31	4	-28	33	3	97	20	1.6	-0.9
CS(=O)(=O)Nc1ccc(C(=O)Nc2ccccc2Cl)cc1	7	18	2	-3	-2	98	-1	-4.2	-2.0
CCN1CCN(CCCNC(=O)CCc2nc(-c3ccc(OC)cc3)no2)CC1	2	3	6	1	5	106	0	-2.3	-1.9
CCOC(=O)N1CCC(NC(=O)CCC(=O)N2CC(C)Oc3ccc(C)cc32)CC1 (stereo not drawn)	-4	4	-33	-14	0	100	3	-0.7	-2.1
CC(C)Oc1ccc(C(=O)NC(=S)Nc2ccc(Cl)c(C(=O)O)c2)cc1	21	-30	-13	2	-11	96	6	-2.7	-2.6
CC(C)(CO)Nc1ccc([N+](=O)[O-])cc1[N+](=O)[O-]	-1	0	2	4	-2	99	4	-3.2	-1.3
NC(=S)C1COc2ccccc2O1 (stereo not drawn)	20	6	-3	2	-2	91	-10	-0.6	-1.6
COc1ccc2c(c1)N(C)/C(=C/c1cccc[n+]1C)S2	2	3	7	6	10	106	6	-2.9	1.4
COc1cc(/C=N/NC(=O)c2ccoc2C)ccc1OCCN1CCCCC1	-5	19	11	-5	10	133	2	1.2	0.6

New compounds follow:
compound	SUMO HTRF inh	NALP1 yeast inh	DNA FID counter	NS3 helicase inh	MEKK2mut PB1 HTS	MEKK2 WT-MEK5	PfM18AAP inh	IMP-1 inhibitor	VIM-2 inh
COc1ccc(S(=O)(=O)NCCN2CCNC2=O)cc1OC	5	3	1	9	0	98	-9	-1.3	-1.3
CC(C)(C)C(=O)Nc1cc(C(F)(F)F)ccc1N1CCOCC1	-8	11	-8	2	3	98	5	0.5	-1.8
Cc1ccc(Cl)cc1NC(=O)Cn1cccc1	1	10	4	1	-6	93	6	-3.8	-1.3
Cc1ccc(Nc2nnc(SCC(=O)c3ccc(Br)s3)s2)c(C)c1	7	24	-9	5	2	94	6	-4.6	-3.2
Cc1nc2c(-c3ccc(Cl)cc3)cnn2c2c1CCC2	20	-16	-7	2	-3	101	2	-2.9	-0.9
Cc1ccc(S(=O)(=O)N(C)C)cc1NC(=O)c1n[nH]c(=O)c2ccccc12	-10	.	-14	1	2	105	4	-2.0	-0.9
O=C(COC(=O)CCc1c[nH]c2ccccc12)NC1CCS(=O)(=O)C1 (stereo not drawn)	-21	5	1	-3	2	101	-3	-0.6	-1.2

At a glance, some entries already given.
compound	SUMO HTRF inh	NALP1 yeast inh	DNA FID counter	NS3 helicase inh	MEKK2mut PB1 HTS	MEKK2 WT-MEK5	PfM18AAP inh	IMP-1 inhibitor	VIM-2 inh
CC(C)(C)C(=O)Nc1cc(C(F)(F)F)ccc1N1CCOCC1	-8	11	-8	2	3	98	5	0.5	-1.8
Cc1ccc(Cl)cc1NC(=O)Cn1cccc1	1	10	4	1	-6	93	6	-3.8	-1.3
